LDHA inh = blocks human lactate dehydrogenase A; AID 1347041; purified LDHA, NADH/diaphorase-resazurin fluorescence; active compounds read low; activity change, % (values are at about 110 or 230 µM); P00338; actives 0.15% (n = 480,000); in the data active = activity change below about -30%; inconclusive = mostly about -25% to -30%;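 note: plate controls were DMSO wells for no effect and wells without enzyme for full effect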
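Remaining NADH was detected by diaphorase (0.133 mg/mL) converting 37 µM resazurin to fluorescent resorufin, read at 0 and 20 minutes. The preceding 5-minute room-temperature reaction used 2 nM LDHA, 0.2 mM sodium pyruvate and 0.06 mM NADH at pH 7.4.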
ALOX12 inh = inhibitors of human 12S-lipoxygenase ALOX12; Potency, µM (doses to about 108 µM), without a hit: top-dose activity change, negative = inhibition, most hits filed as inhibitors; purified 12hLO, xylenol orange hydroperoxide absorbance; AID 1671190; actives 1.1% (n = 580,000); P18054; note: potency is the fitted concentration of half-maximal effect; % is set by controls: 0 for no effect and ±100 for the full control effect
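Purified human 12hLO at 150 nM in 25 mM Hepes, 0.01% Triton X-100, pH 7.0, preincubated 15 min at room temperature with compound. Reaction started with 40 uM arachidonic acid, 30 min at room temperature. Hydroperoxide measured by Fe-xylenol orange, 573/405 nm absorbance ratio.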
POLH inh = inhibitors of human DNA polymerase eta; recombinant Pol eta, fluorescent DNA replication assay; Potency, µM (titrated, usually from 114 µM), for the others: at the top dose activity change, negative = inhibition, hits mostly inhibitors; actives 1.2% (n = 390,000); note: potency is the fitted concentration of half-maximal effect; % is set by controls: 0 for no effect and ±100 for the full control effect
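Pol eta (10 nM) was preincubated with compounds for 15 min at room temperature, after which fluorescent replication substrate (50 nM final) was added to start the reaction. Fluorescence was read kinetically at 0 and 10 min.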
Pol kappa inh = DNA polymerase kappa (human) inhibition. AID 588579. Potency, µM (highest dose often 107 µM), inactives show top-dose activity, negative = inhibition, usual class: inhibitors. purified Pol kappa, fluorescent DNA synthesis assay, 10 min. Q9UBT6. actives 0.53% (n = 400,000); note: potency is the fitted concentration of half-maximal effect; % is set by controls: 0 for no effect and ±100 for the full control effect
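First, compounds were pin-transferred onto 10 nM Pol kappa. After 15 min at room temperature, substrate was added to 50 nM final. Fluorescence was then measured kinetically at 0 and 10 min.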
POLB inh = inhibitors of human DNA polymerase beta; P06746; Pol beta primer extension/strand displacement, fluorescence kinetic; Potency, µM (top dose mostly 114 µM), for inactives: at the top dose activity change, negative = inhibition, actives largely listed as inhibitors; actives 1.3% (n = 340,000); AID 485314; note: potency is the fitted concentration of half-maximal effect; % is set by controls: 0 for no effect and ±100 for the full control effect
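Enzyme-only controls used 10 nM Pol beta; buffer lacking enzyme served as negative control. Compound preincubated 15 min, then 50 nM substrate added; 0 and 10 min reads at room temperature.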
RGS4 inhibitor = inhibitors of human regulator of G protein signaling 4; P49798; Transcreener GDP fluorescence polarization, RGS4-accelerated GTP hydrolysis; Potency, µM (titrated, usually from 114 µM), without a hit: top-dose activity change, negative = inhibition, most hits filed as inhibitors; actives 0.039% (n = 390,000); AID 504845; note: potency is the fitted concentration of half-maximal effect; % is set by controls: 0 for no effect and ±100 for the full control effect; nearly all actives have a fitted effect of over 75% in size; some results filed as inactive show a strong effect at the top dose
Target sequence (P49798 whole entry, looked up): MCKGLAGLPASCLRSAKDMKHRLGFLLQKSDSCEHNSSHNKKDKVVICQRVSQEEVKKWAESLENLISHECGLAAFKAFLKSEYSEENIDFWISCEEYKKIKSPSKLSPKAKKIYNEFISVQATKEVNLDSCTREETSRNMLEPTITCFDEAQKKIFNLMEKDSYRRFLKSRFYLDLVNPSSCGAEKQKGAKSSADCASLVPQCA
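MLSMR compounds (23 nl, pin-transferred) preincubated 10 min at room temperature with a 500nM (2x) first reagent, then RGS4 at 900nM (2x) plus Transcreener GDP mix added; fluorescence polarization (620/688 nm) read before and after 90 min at 30 °C.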
APEX1 inh = APE1 (human) endonuclease inhibition | P27695 | Potency, µM (highest dose often 65.8 µM), inactives show at the highest dose activity change, negative = inhibition, usual class: inhibitors | AID 2517 | recombinant APE1, TAMRA/BHQ-2 abasic DNA cleavage fluorescence | actives 0.35% (n = 350,000);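 note: potency is the fitted concentration of half-maximal effect; plate controls were vehicle for no effect and reference inhibitor for full effect; nearly all actives have a fitted effect of over 55% in size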
Target sequence (P27695 whole entry, looked up): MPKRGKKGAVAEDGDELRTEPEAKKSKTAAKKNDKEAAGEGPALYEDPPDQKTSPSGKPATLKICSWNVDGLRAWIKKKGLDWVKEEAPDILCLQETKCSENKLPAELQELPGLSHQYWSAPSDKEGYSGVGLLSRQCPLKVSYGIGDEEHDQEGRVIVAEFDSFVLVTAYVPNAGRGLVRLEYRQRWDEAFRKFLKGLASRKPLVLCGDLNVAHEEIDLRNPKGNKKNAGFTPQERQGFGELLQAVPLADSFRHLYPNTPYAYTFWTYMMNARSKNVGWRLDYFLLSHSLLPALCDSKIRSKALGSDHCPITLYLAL
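Step 1: APE1 (0.75 nM) with compound, 15 min RT. Step 2: add 50 nM fluorophore/quencher THF duplex. Step 3: three fluorescence reads 60 s apart (525/598 nm); read 3 minus read 1 = reaction progress.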
Anesthetic bind = binds horse apoferritin like a general anesthetic | P02791 | apoferritin/1-aminoanthracene competitive binding, fluorescence | Potency, µM (top dose mostly 77.5 µM), inactives show at the top dose activity change, negative = displacement, actives largely listed as inhibitors | actives 0.074% (n = 350,000); note: potency is the fitted concentration of half-maximal effect; % is set by controls: 0 for no effect and ±100 for the full control effect; nearly all actives have a fitted effect of over 20% in size
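Apoferritin-based anesthetic binding model; compound displacement of fluorescent 1-AMA measured as endpoint fluorescence after 10 minutes at room temperature, scaled to free-ligand and complex controls.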
ERG-DNA inh = ERG Ets/DNA interaction inhibition | AID 624246 | actives 0.028% (n = 370,000) | fluorescence polarization, His-ERG Ets domain / labelled DNA | Potency, µM (highest dose often 76.9 µM), without a hit: at the highest dose FP activity, negative = inhibition, actives largely listed as inhibitors; active = well fitted inhibition curve with a large enough effect in the polarisation, with a control signal flat; inconclusive = small, poorly fitted or top-dose-only effect, or effect the other way, or a change in a side signal; inactive = no such curve, though single readings can be large or run the other way; the % refers to the polarisation;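 note: polarization taken with two DNA probes labelled with fluorescein and Texas red; potency is the fitted concentration of half-maximal effect; % of control where 0% means no effect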
Target sequence (P11308 whole entry, looked up, the tested form may be a part): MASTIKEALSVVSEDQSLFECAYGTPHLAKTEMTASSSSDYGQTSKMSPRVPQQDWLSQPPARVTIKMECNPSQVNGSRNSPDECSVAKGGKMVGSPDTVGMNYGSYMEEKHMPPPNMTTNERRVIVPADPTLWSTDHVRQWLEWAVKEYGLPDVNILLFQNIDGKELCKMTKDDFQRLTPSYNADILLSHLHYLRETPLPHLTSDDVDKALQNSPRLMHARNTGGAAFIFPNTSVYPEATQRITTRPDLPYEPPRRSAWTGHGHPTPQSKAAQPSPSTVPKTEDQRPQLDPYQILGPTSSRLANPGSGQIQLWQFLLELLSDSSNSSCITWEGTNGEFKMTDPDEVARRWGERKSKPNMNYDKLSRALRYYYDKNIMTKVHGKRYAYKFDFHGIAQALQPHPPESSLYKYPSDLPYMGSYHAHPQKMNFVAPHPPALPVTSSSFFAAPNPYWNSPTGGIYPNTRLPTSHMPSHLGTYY
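His-tagged ERG Ets domain (1 uM in the protein solution; 300mM KCl, 50mM Tris-HCl, 1mM EDTA, 1mM DTT, pH 7.5) received compound, then a probe mix of 5 nM fluorescein-DNA and 100nM Texas-615-DNA. Fluorescence polarization was read for both dyes.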
Numbers without * were called inactive; ? = inconclusive; . = not tested or not shown; & = joins results of further samples; [ ] = remark or other dose. Unless noted, calls come from the whole dose curve; as a rule, active = well fitted curve in the direction sought with a large enough effect; inconclusive = small, poorly fitted or top-dose-only effect, or another doubt; inactive = no such curve, though single readings can be large; an effect the other way counts as inactive or inconclusive.

Every second line gives: Anesthetic bind | POLB inh | ERG-DNA inh | POLH inh | APEX1 inh | LDHA inh | Pol kappa inh | ALOX12 inh | RGS4 inhibitor
> CSc1nc2ccccc2n1CC(=O)Nc1ccccc1
  -7% | 1% | 5% | -13% | ? | 0 | 7% | -6% | 7%
> Cc1nn(CC(=O)NCCCN2CCC(N3CCCCC3)CC2)c(=O)c2cc(-c3ccccc3)nn12
  -11% | -1% | -12% | -8% | -9% | 0 | 9% | -33% | -2%
> Cc1cc(NC(CC(C)C)C(=O)O)nc(Cc2ccccc2)n1 (centres undefined)
  -8% | 38% | 3% | -5% | -6% | -1 | -9% | -30% | 8%
> COC(=O)N/N=C/c1ccc(OC(=O)/C=C/c2ccco2)cc1
  -3% | 11µM* | 3% | ? | -11% | -3 | ? | ? | 0%
> O=C1c2ccncc2C(=O)N1CO
  -14% | 29% | -6% | -20% | -4% | -3 | -5% | 0% | -17%
> Cc1ccc(C)c(CSc2nc3ccncc3n2CC(=O)Nc2ccc(N(C)C)cc2)c1
  -5% | 29% | 2% | -13% | . | -4 | 1% | ? | -16%
> O=C(O)CCCC(=O)Nc1cccc(C(F)(F)F)c1
  -2% | 17% | 7% | -4% | 14% | -12 | -12% | -27% | 9%[11.4 µM]
> CSc1ccccc1NC(=O)CN(C)C(=O)c1ccc(NC(=O)c2cccs2)cc1
  . | . | 0% | -21% | 10% | -6 | -5% | 172%[activator] | -13%
> CCN(CC)c1ccc(C(=O)N2CCC(c3c[nH]c4ccccc34)(c3c[nH]c4ccccc34)CC2)cc1
  53%[activator] | -10% | -1% | -17% | . | -14 | -19% | -15% | 13%
> O=P1(O)C=C(c2ccccc2)NC(c2ccccc2)=C1
  -8% | -28% | -1% | -7% | -2% | 0 | -19% | 1% | -1%
> Cc1ccc(C)c(N2CCN(C(c3ccc(N(C)C)cc3)c3nnnn3C(C)(C)C)CC2)c1 (centres undefined)
  2% | 14% | -1% | -3% | 3% | -4 | -11% | -24% | 9%
> Cc1noc(/C=C/N(C)C)c1S(=O)(=O)N1CCCC(C(=O)NCCC2=CCCCC2)C1 (centres undefined)
  -20% | 2% | -4% | -15% | 2% | -3 | 1% | 10% | -3%
> COc1ccc(-c2n[nH]c(=S)n2N)c(OC)c1
  -8% | -21% | 0% | -4% | 0% | -5 | -15% | ? | -27%[56.9 µM]
> Cn1c(=O)c(=O)n(C)c2cc(N3CCOCC3)c(NS(=O)(=O)c3ccc(F)c(Cl)c3)cc21
  -12%&-17% | ? | -1%&0% | -4%&-13% | 2% | 1&10 | 4%&0% | ? | 1%[11.4 µM]
> CCc1ccc(N=CC2=C(O)CC(c3ccco3)CC2=O)cc1 (centres undefined)
  -22% | 2% | -4% | -10% | -8% | 4 | -4% | 0% | -21%
> Cc1cccc(-n2c(C)nc3ccsc3c2=O)c1
  . | . | 23% | 2% | . | -6 | -8% | 223%[activator] | 11%
> CCOc1ccc(C(=O)OCc2cc(=O)n3nc(C4CC4)sc3n2)cc1
  -7% | 35%[activator] | -5% | -5% | . | -5 | 16% | -12% | 14%
> CC[C@@]12C(=O)N(c3cccc(F)c3)C(=O)N1[C@H](c1cccc(C)c1)[C@@H]1C(=O)N(Cc3ccccc3)C(=O)[C@@H]12
  -12% | 0% | 3% | -12% | 5% | -1 | 3% | 7% | -4%
> Oc1ccc(-c2cnc(-c3ccc(O)cc3)nc2)cc1
  -2% | 31% | -5% | 10% | 37% | -7 | -11% | -31% | 4%
> CC(C)c1nnc(NC(=O)CCS(=O)(=O)c2ccccc2)s1
  -5% | 47% | 25% | -12% | 24% | -4 | 4% | -5% | -5%
> CCCSc1oc(-c2ccco2)nc1S(=O)(=O)c1ccccc1
  -17% | -8% | . | -11% | -5% | 4 | -10% | -29% | -11%
> Fc1cc(F)cc(-c2c(-c3ccccc3)ncc3ccc(F)cc23)c1
  . | . | 14% | -15% | 11% | 0 | -3% | ? | -41%
> O=C(NCc1ccccc1)c1ccc(CS(=O)(=O)Cc2ccc(F)cc2)o1
  -6% | 2% | 3% | -7% | 28% | -8 | -17% | 2% | 13%
> COC(=O)c1nnn(CC(=O)NC(=O)Nc2c(C)cccc2C)c1C(=O)OC
  -5%&-8% | 24%&0% | 4% | -9%&-12% | -6% | -2&1 | 3%&-1% | -15%&3% | 3%&-18%
> CC1CCCC(C)N1C(=O)COC(=O)c1cccc(S(=O)(=O)N(C)c2ccccc2)c1 (centres undefined)
  . | . | 0% | -15% | -8% | 0 | 3% | 29% | -11%
> CC(C)[C@H](NC(=O)c1ccc(Cl)cc1Cl)C(=O)NNc1cccc(C(=O)O)c1
  . | . | 8% | -17% | 1% | -3 | -6% | -6% | -3%
> O=C1CN(c2ccccc2Cl)C(=O)CN1c1ccccc1Cl
  -20% | 25% | 5% | 5% | 2% | -9 | -3% | -16% | 0%
> O=C(N[C@H]1C/C=C\C[C@@H](CC(=O)N(CCO)Cc2ccccc2)C(=O)N[C@H](Cc2c[nH]c3ccccc23)COC1=O)OCC1c2ccccc2-c2ccccc21
  . | . | 1% | -8% | 3% | -4 | -14% | ? | -33%
> O=C1CC(c2ccccc2)CN1C(=O)c1cncc(Br)c1 (centres undefined)
  -14% | 1% | 8% | -10% | 3% | -3 | -10% | -19% | -7%
> CC(C)NC(=S)N/N=C/c1ccc(N2CCOCC2)cc1
  1% | -1% | -6% | -9% | 1% | 0 | -2% | -27% | -13%
> N#Cc1ccc(CSc2nnc(NC(=O)CN3C(=O)C4CC=CCC4C3=O)s2)cc1 (centres undefined)
  -11% | 0% | -4% | -9% | 4% | 2 | -4% | -14% | -31%
> CN(/N=C/c1ccncc1)C1=NCCN1
  -5% | -6% | -19% | -15% | 25% | -5 | 0% | 4% | -10%
> O=C(Nc1ccccn1)N1CCOCC1
  -6% | 0% | -7% | -5% | 7% | -4 | 0% | -7% | 9%
> CCCNC(=O)NCCC12CC3CC(CC(C3)C1)C2
  ? | -11% | 9% | -3% | 6% | -10 | -7% | 0% | -7%
> Cc1ccc2nc(NC(=O)CS(=O)(=O)Cc3ccccc3)sc2c1
  -2% | ? | 3% | -14% | -4% | 3 | -2% | -4% | 23%
> CCOC(=O)c1cc([N+](=O)[O-])sc1N
  -6% | -13% | -7% | -17% | -1% | -3 | 11% | -1% | -20%
> CCOC(=O)c1c(NC(=O)CSc2ncccn2)sc2c1CC(C)(C)NC2(C)C
  -14% | 13% | 8% | -3% | -1% | 4 | -7% | 9% | -5%
> CN(C(=O)c1ccc(S(=O)(=O)N2CCCC2)cc1)C1CCS(=O)(=O)C1 (centres undefined)
  . | . | -13% | -5% | 26% | 2 | -1% | 1% | -11%
> COc1ccc(NC(C)=O)cc1NC(=O)CN1CCN(C2c3ccccc3-c3ccccc32)CC1
  -8% | 5% | 10% | ? | -1% | 1 | -3% | ? | 8%
> CCCOc1ccc(-c2c(C(=O)N/N=C/c3ccc(OCC)cc3)nnn2-c2nonc2N)cc1
  -5% | 25% | -8% | -4% | -1% | -6 | 1% | -3% | -1%
> O=C(Nc1ccc2c(c1)CCC2)c1cc(=O)[nH]c2ccccc12
  -3% | -9% | 7% | 5% | 7% | -10 | -10% | -3% | 9%
> COc1cc(NC(=O)c2[nH]cnc2C(N)=O)cc(C(=O)Nc2cccc(C(F)(F)F)c2)c1
  . | . | 11% | ? | 3% | 1 | -23% | . | 6%
> CCCn1c(N)c(C(=O)CSc2nnc3ccccn23)c(=O)[nH]c1=O
  . | . | -1% | 9% | -21% | -2 | -5% | -5% | 16%
> COc1ccc(C(=O)Nc2cc(C(=O)NCCc3ccccc3)ccc2Cl)cc1
  -2% | 26% | . | 8% | 7% | -5 | -3% | 6% | -9%
> O=C1C2C(c3ccccc3)CC=CC2C(c2ccc(C(F)(F)F)cc2)N1Cc1ccccc1 (centres undefined)
  2% | . | . | . | -1% | . | -21% | . | -12%
> Cc1ccc(S(=O)(=O)N2CCOCC2)cc1C(=O)NCc1ccco1
  -7% | 17% | -3% | 6% | -5% | 3 | -2% | 4% | -1%
> COc1ccc(OC)c(C(=O)CSc2nnc(-c3cccs3)o2)c1
  -15% | 17% | . | 8% | -43% | 6 | 0% | 8%[57.4 µM] | -14%
> O=C1c2c(O)cc(O)cc2O[C@@]12c1c(cc(O)c3c1O[C@H](c1ccc(O)cc1)[C@@H](O)C3)O[C@@H]2c1ccc(O)cc1
  -2% | -11% | 1% | -19% | -2% | 4 | ? | ? | -40%
> CCCCN1C(=O)N(CCc2ccc(F)cc2)S(=O)(=O)c2cc(C(F)(F)F)ccc21
  . | . | -5% | -23% | -14% | -2 | 3% | -30% | 3%
> O=S(=O)(NC1CC1)c1ccc(F)c(F)c1
  -6% | -15% | -8% | -18% | 43%[activator] | -4 | -7% | 16% | -37%
> COc1cccc(C(=O)Nc2ccc3[nH]c(=O)[nH]c3c2)c1OC
  0% | -7% | 1% | -16% | 21% | 10 | -8% | -15% | 0%

Results in POLB inh, ALOX12 inh and RGS4 inhibitor, for 2 of the compounds above:
Structure | POLB inh | ALOX12 inh | RGS4 inhibitor
O=C(O)CCCC(=O)Nc1cccc(C(F)(F)F)c1 | 17% | -27% | 9%[11.4 µM]
CSc1ccccc1NC(=O)CN(C)C(=O)c1ccc(NC(=O)c2cccs2)cc1 | . | 172%[activator] | -13%

Screening results from PubChem BioAssay.

A portion of the library (hit frequency here may not be typical).
